Bioassay records deposited in PubChem by several laboratories.
CF NFkB inh: cystic fibrosis NF-kB activation inhibition | KKLEB NF-kB-GFP reporter, PAF-induced, GFP fluorescence overnight | inhibition, % at 5 µM | 360,000 tested, 0.86% active;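 active = at least 50% inhibition at 5 µM, scaled per plate between neutral and stimulator controls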;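 also: PAF is a Pseudomonas aeruginosa culture filtrate used as stimulus; plate controls were PAF-stimulated DMSO wells for no effect and unstimulated DMSO wells for full effect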
Peg3 promoter: reduces Peg3 promoter-driven luciferase expression in HeLa; inhibition, % at 20 µM; 360,000 tested, 1.7% active; AID 588405; HeLa PEG-Prom luciferase reporter, luminescence, overnight;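 active = inhibition of at least 50% at 20 µM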
NR2E3 ag-1: agonists of human NR2E3 nuclear receptor. AID 602229. CHO-S Gal4-NCOR/VP16-NR2E3 two-hybrid, luciferase. inhibition of corepressor binding, % at 3.98 µM. 360,000 tested, 0.35% active;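 active = inhibition above the mean of all tested compounds plus 3 SD, cut at about 70% in these data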;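 also: 0% = DMSO with NR2E3 transfected cells and 100% = cells lacking NR2E3 construct; higher means lower luciferase signal from less NR2E3 corepressor binding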
Target sequence (Q9Y5X4 whole entry, looked up, the tested form may be a part): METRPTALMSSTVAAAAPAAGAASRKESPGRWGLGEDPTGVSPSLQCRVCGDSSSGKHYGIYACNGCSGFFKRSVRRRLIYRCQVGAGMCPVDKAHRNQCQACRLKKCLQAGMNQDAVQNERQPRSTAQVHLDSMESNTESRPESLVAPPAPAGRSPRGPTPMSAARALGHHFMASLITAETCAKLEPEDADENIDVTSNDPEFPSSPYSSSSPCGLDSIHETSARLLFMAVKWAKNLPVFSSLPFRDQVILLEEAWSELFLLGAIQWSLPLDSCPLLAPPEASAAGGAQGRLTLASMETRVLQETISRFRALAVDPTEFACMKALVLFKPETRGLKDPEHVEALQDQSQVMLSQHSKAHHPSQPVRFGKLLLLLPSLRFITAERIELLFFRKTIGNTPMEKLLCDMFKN
TRPM1 prom inh: MITF TRPM1 promoter inhibition in SK-MEL-5 cells. SK-MEL-5 TRPM1 promoter luciferase, 24 h. inhibition, % at 12.5 µM. 330,000 tested, 0.83% active. AID 488899;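 active = mean inhibition across replicates of 60% or more, whatever share of single replicates reaches that level; inconclusive = some that reach 60%, reason not given; inactive = mean inhibition across replicates below 60%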; also: values of inactives mirror those of a sister screen read the other way
TROY signal inh: blocks TROY-dependent signaling in reporter cells. Q293 LMP1-TROYcd NF-kB luciferase reporter, 4 h. inhibition, % at 10 µM. 360,000 tested, 0.98% active. AID 1347056;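 active = compounds whose plate-normalised and pattern-corrected inhibition of the luciferase reporter signal at the single screening dose is 50% or more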
KKLEB cytotox: reduces viability of KKLEB cystic fibrosis airway cells; KKLEB CF airway cells viability, ATPlite luminescence, overnight; active compounds read low; cells stimulated with P. aeruginosa culture filtrate; activity change (cytotoxicity), % at 5 µM; 360,000 tested, 0.36% active; AID 602141;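 active = corrected activity change at or below -50% at 5 µM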
TRAIL sens C8: caspase-8 TRAIL sensitization | NB7+C8 cells + TRAIL, ATPlite viability luminescence | inhibition (viability loss, TRAIL sensitization), % at 10 µM | 360,000 tested, 1% active | AID 624354;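 active = compounds causing at least 50% loss of cell viability in the single-dose screen, relative to plate controls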
TWEAK Fn14 block: inhibitors of TWEAK-Fn14 interaction signaling. TWEAK-stimulated Fn14 reporter cells, luciferase luminescence, 8 h. inhibition, % at 10 µM. 360,000 tested, 2% active. AID 1159606; in the data active = inhibition above about 50%
HIF-2a block: HIF-2a inhibition; 786-0 RCC cells HIF-2a reporter, luciferase luminescence, overnight; inhibition, % at 18.8 µM; 360,000 tested, 0.72% active; AID 624352;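 active = inhibition of the luminescence signal of 40% or more relative to plate controls, in a single-dose primary screen at 18.75 µM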
NR2E3 ag-2: agonists of human nuclear receptor NR2E3; Q9Y5X4; GST-NR2E3/biotin-RetCOR TR-FRET, 1536-well; inhibition of corepressor binding, % at 4.78 µM; 320,000 tested, 0.12% active; AID 2300;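 active = percent inhibition above the cutoff of mean plus 3 SD of all tested compounds, set per screening campaign, cut at about 20% in these data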;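 also: 0% = DMSO wells and 100% = biotin wells as full block of FRET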
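Format: 1536-well format; test system: GST-NR2E3 and biotin-RetCOR proteins; read-out basis: percent inhibition of TR-FRET ratio; timing: 5 h incubation at 4 °C; detection: time-resolved FRET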
Shn3 3UTR inh: Schnurri-3 reporter inhibition in Clone20 osteoblasts; Clone20 osteoblast Shn3 3'UTR firefly luciferase, 24 h; inhibition, % at 12.5 µM; 360,000 tested, 0.52% active;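 active = mean inhibition of at least 75% with every replicate also reaching 75%; inconclusive = mean inhibition at least 75% but some replicate below; inactive = mean inhibition below 75%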;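 also: 0% = median of neutral control wells and 100% = pilot-screen positive control compound; some compounds past the cut are filed as inactive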
Numbers without * were called inactive; ? = inconclusive; · = no result given.

The first three entries, to show the layout:
SMILES,TRAIL sens C8,Shn3 3UTR inh,TWEAK Fn14 block,CF NFkB inh,Peg3 promoter,TRPM1 prom inh,HIF-2a block,NR2E3 ag-1,KKLEB cytotox,TROY signal inh,NR2E3 ag-2
O=C1C2C3CCCC3=C3CCCC3C2C(=O)N1c1cccc(Cl)c1 (stereo not given),21.0,6.5,14.5,-0.1,-10.8,17.0,-16.4,0.9,-4.2,26.0,-0.9
COc1cc(C(=O)Nc2ccc(C#N)cc2)c([N+](=O)[O-])cc1OC,7.4,-32.9,-23.2,-6.1,-129.8,10.4,-116.6,-14.6,6.4,7.0,0.5
O=[N+]([O-])c1cccc2[nH]ncc12,-25.3,-5.7,9.9,6.6,-7.0,0.4,16.5,20.4,3.8,-8.2,·

The listing (from the top)
SMILES,TRAIL sens C8,Shn3 3UTR inh,TWEAK Fn14 block,CF NFkB inh,Peg3 promoter,TRPM1 prom inh,HIF-2a block,NR2E3 ag-1,KKLEB cytotox,TROY signal inh,NR2E3 ag-2
O=C1C2C3CCCC3=C3CCCC3C2C(=O)N1c1cccc(Cl)c1 (stereo not given),21.0,6.5,14.5,-0.1,-10.8,17.0,-16.4,0.9,-4.2,26.0,-0.9
COc1cc(C(=O)Nc2ccc(C#N)cc2)c([N+](=O)[O-])cc1OC,7.4,-32.9,-23.2,-6.1,-129.8,10.4,-116.6,-14.6,6.4,7.0,0.5
O=[N+]([O-])c1cccc2[nH]ncc12,-25.3,-5.7,9.9,6.6,-7.0,0.4,16.5,20.4,3.8,-8.2,·
COCc1cccc(-c2csc(C(C)(NC(C)=O)c3ccc(OC)cc3)n2)c1 (stereo not given),-5.2,-10.0,-16.2,10.4,6.8,·,3.3,6.0,9.8,4.6,·
CC(C)C[C@@H]1CN(CCCC[C@H]2CNC(=O)C(=O)N2CCC2CCCCC2)C(=O)C(=O)N1CC1CCCCC1,-3.2,·,5.4,·,·,·,-4.3,-27.0,·,-6.1,·
COc1ccc(NC(=S)N(CCc2nc3cc(C)c(C)cc3[nH]2)Cc2cccnc2)cc1,-6.9,12.3,-34.3,-4.7,25.6,10.9,32.2,-2.4,4.7,-17.3,-0.6
Cc1cc(C(=O)CN2C(=O)C(=O)N(Cc3ccco3)C2=O)c(C)n1CCc1ccccc1,17.9,2.6,18.9,21.6,-40.6,5.5,4.2,-29.6,-15.2,13.8,-1.6
COc1cc(N2CCOCC2)ncn1,-4.0,0.6,-0.5,12.8,5.5,-3.9,20.3,-29.1,-0.5,-11.8,-2.9
CC(C)(C)c1ccc(C(=O)NC(Cc2ccccc2)C(=O)O)cc1 (stereo not given),1.3,-9.5,23.5,-4.7,-13.8,-0.7,6.5,17.6,-13.8,1.6,-1.9
CC(=O)c1ccc(OCc2cc(C(=O)NCCc3ccc(Cl)cc3)no2)cc1,-0.9,-21.7,-22.0,7.3,-95.6,-18.9,-107.6,-52.9,-8.3,-47.4,-0.4
CSc1nsc(SC)c1C(=O)Nc1ccc(Cl)cc1,-5.3,-2.0,5.0,-22.3,5.5,-5.1,-5.7,5.7,8.2,0.3,-2.8
O=C(NC(=S)Nc1ncc(Br)cc1Br)c1ccccc1,15.2,-91.2,31.0,5.3,-310.3,-29.3,-192.7,-41.8,-11.7,-25.3,7.0
COc1ccc(C(CNC(=O)c2ccc(S(=O)(=O)Nc3cccc(C)c3C)cc2)N2CCOCC2)cc1 (stereo not given),-16.1,-12.9,2.7,10.4,14.4,-2.7,8.4,9.5,4.3,11.5,·
O=C(/C=C/c1cccs1)c1ccc([N+](=O)[O-])cc1,13.3,0.8,-9.4,4.5,-55.5,-20.3,-57.3,3.0,-5.2,-11.6,0.2
CC(C)(C)c1cc(NCCCn2ccnc2)n2ncc(-c3ccc(Cl)cc3)c2n1,17.0,43.6,-14.6,39.9,19.5,-68.4,-211.3,-68.8,-44.4,30.7,2.3
O=C(CN1CCC(Cc2ccccc2)CC1)NC(=O)NC1CCCCC1,-4.0,0.8,29.0,6.1,27.2,-10.7,16.4,4.7,-13.8,2.9,0.3
CN(C)c1ccc(C2=NOC(CN3C(=O)c4ccccc4S3(=O)=O)C2)cc1 (stereo not given),20.1,-60.6,-4.5,19.0,10.5,-58.3,-279.0,-120.4,3.4,-45.8,-0.8
O=C(NNC(=O)C1CCCCC1)c1ccc(Br)cc1,-3.7,-15.3,-7.2,17.2,-69.2,-20.0,-79.3,-33.4,3.2,-52.2,1.6
CN(c1ccc(F)cc1)S(=O)(=O)c1ccc(Cl)c(C(=O)OCC(=O)NC2CC2)c1,-15.9,-7.3,-0.3,5.7,0.1,3.9,11.7,-11.3,-8.3,3.1,·
CC(C)COc1ccc(C(=O)NCc2ccco2)cc1,-8.1,-20.8,-8.5,0.0,-76.3,-36.7,-130.5,-34.6,-7.8,-13.0,-2.2
O=C1CC(NCc2ccc3c(c2)OCO3)C(=O)N1CCc1ccccc1 (stereo not given),5.5,-9.1,4.0,-1.3,2.3,7.0,-5.8,-8.4,-5.3,2.0,-0.4
COC(=O)c1ccccc1NC(=S)N(Cc1ccc2c(c1)OCO2)Cc1cc2ccc(OC)cc2[nH]c1=O,1.2,-13.9,-5.7,-34.5,12.1,-3.1,13.6,-14.7,-0.1,22.6,-1.4
O=C(c1cccc(S(=O)(=O)N2CCCCC2)c1)N1CCc2ccccc21,-4.0,2.6,-11.9,16.9,4.9,4.1,14.3,-27.8,-10.1,12.6,-3.1
CC(C)C(=O)Nc1ccc(Nc2ccccc2)cc1,-4.2,-7.9,-20.8,2.2,-87.5,-23.1,-102.2,3.8,-6.9,-28.3,0.2
CCOC(=O)C1=NN(c2ccccc2)C2=NC(C)=C(C(=O)OC)C(c3ccc(C)cc3)N12 (stereo not given),5.4,5.3,3.8,32.8,-24.9,-0.5,5.9,-16.8,-4.0,18.6,0.7
COc1ccc(/C=C(\C#N)c2nc3ccc(C)cc3[nH]2)cc1Oc1ccc(C(F)(F)F)cc1[N+](=O)[O-],17.3,7.7,-45.7,7.9,37.2,?,5.4,-80.1,-0.3,34.7,3.3
Cc1ccccc1CC1(CO)CCCN(Cc2ccccc2Cl)C1 (stereo not given),-0.8,16.2,-24.9,-12.0,10.8,-2.4,22.0,-12.7,3.7,5.8,0.5
O=C(Nc1ccc(S(=O)(=O)N2CCCC2)cc1)C1CC(=O)N(CCc2ccccc2)C1 (stereo not given),-1.0,47.6,7.4,4.1,9.3,·,13.7,-1.3,-7.9,0.2,·
CCOC(=O)c1c(C)nc(C)c(C(=O)OCC)c1-c1ccc(OC)cc1,-15.2,-1.6,-8.6,-5.8,8.5,8.1,9.4,-16.5,-3.5,-2.0,0.2
O=C1CCC(=O)N1CN(C(=O)c1ccco1)c1ccccc1,-14.6,8.3,-4.1,-13.9,6.1,-0.7,11.8,2.2,2.1,12.9,1.0
CC1(C)C(=O)Nc2ccccc2N1C(=O)COC(=O)Cn1cnc2ccccc2c1=O,-16.0,-16.2,1.1,3.9,4.1,7.2,9.1,10.3,9.1,-9.2,7.6
CC1(C)Oc2ccc(C(=O)NC3CC3)cc2N(CC(=O)N2CCOCC2)C1=O,7.1,0.0,2.6,-14.0,8.1,0.1,14.0,-10.2,13.7,-1.5,-2.1
O=C(Cc1c(F)cccc1Cl)Nc1ccon1,2.1,4.5,-1.3,5.2,-7.8,-9.7,-16.4,-9.3,7.3,1.1,0.8
COc1ccc(Br)cc1/C=N/NC(=O)c1nc(-c2ccccc2)n2c1CCCCC2,0.1,33.0,15.4,-9.5,24.1,1.8,6.7,-4.2,-7.1,3.8,2.2
COCCn1c(SCC(=O)NCCc2ccc(OC)c(OC)c2)nc2c([nH]c3ccccc32)c1=O,-9.4,-12.7,11.4,6.9,17.2,8.2,-0.7,19.2,1.3,0.9,3.9
O=C(NCCN1C(=O)S/C(=C\c2cccnc2)C1=O)c1cc(S(=O)(=O)N2CCOCC2)ccc1F,8.8,19.4,-6.9,15.6,-1.6,-10.4,11.3,9.1,-5.9,-1.9,3.9
Cc1cc2nc(-c3cccc(Br)c3)c(CC3CCCCC3)n2c(C)c1Br,9.8,·,-10.9,·,·,·,-1.3,-2.2,·,-22.5,·
CC(O)(c1ccccc1)C(C(c1ccccc1)N1CCOCC1)N1CCOCC1 (stereo not given),-7.2,2.2,14.2,6.2,5.8,-9.7,-3.1,-22.7,-4.0,0.1,·
COCCNC(=O)C1Cc2c(ccc3ccccc23)O1 (stereo not given),0.4,-34.5,-10.4,-6.6,-16.4,-8.5,-36.5,-49.2,-5.1,16.3,-1.1
O=[N+]([O-])c1cccc(S(=O)(=O)N/N=C\c2ccc3c(c2)OCO3)c1,-6.6,-6.3,-17.1,-2.5,-32.1,-9.3,9.7,-25.9,-1.0,-44.9,·
O=C(NCCCCNC(=O)c1cccnc1Cl)c1cccnc1Cl,3.2,1.3,11.4,-8.3,-5.8,5.9,4.9,-15.0,5.8,5.8,0.3
CCN(C(=O)CSc1nnnn1-c1ccc(Cl)cc1)C1CCS(=O)(=O)C1 (stereo not given),-2.6,-2.7,-7.5,-18.3,10.7,10.0,0.8,30.4,4.5,-14.8,·
C#CCNC(=O)C1=C[C@H](c2ccc(Br)cc2)[C@@H](CCCO)[C@H](OCC)O1,-5.1,-8.5,7.9,3.9,9.0,12.1,11.7,-16.5,-5.1,1.1,2.9
O=C(O)Cn1cc(C(=O)C2CC2)c2ccccc21,-9.8,10.9,15.9,8.6,-4.6,-3.2,19.5,-17.5,0.5,-7.2,3.1
O=C(OC1CC2CC1[C@H]1CCCCN1C2=O)N1CCOCC1 (stereo not given in full),12.6,·,24.2,·,·,·,-3.3,-10.5,·,-13.0,·
O=C(NCCc1ccc(Cl)cc1)C1COc2ccccc2O1 (stereo not given),1.3,9.3,-3.2,11.3,-16.9,-2.8,-30.7,-7.5,-20.8,-7.8,1.5
COc1cccc(NC(=O)CN(C)C(C)C(=O)N2CCCCC2)c1 (stereo not given),-0.2,-2.6,0.7,17.8,-2.4,-5.7,-8.5,-7.2,-5.1,-26.9,·
O=c1oc(-c2cccs2)nc2ccccc12,-5.2,-0.3,11.0,10.3,3.3,-4.5,-4.2,1.1,-4.0,-12.8,-1.1
Cc1nc(C)c(C(=O)N(c2ccc(F)cc2)C(C(=O)NCC2CCCO2)c2ccccc2)s1 (stereo not given),1.8,0.2,-1.1,-1.6,-12.7,9.0,12.9,9.0,-3.7,0.2,-0.8
O=C(c1ccc(NC(=S)Nc2ccc(F)cc2F)cc1)N1CCOCC1,0.9,23.2,2.3,-3.2,-1.9,2.9,-11.6,-12.2,5.6,1.7,2.5

This is a subset, so the mix of outcomes need not match the whole.
